High-throughput results (PubChem BioAssay)
EP2 mod = EP2 receptor modulators, cAMP readout, primary screen, cell-based, HTRF cAMP, PGE2 stimulation; EP2-expressing cells, cAMP HTRF FRET, PGE2 co-stimulation; induction, % at 25 µM; Prostaglandin E2 receptor EP2 subtype (Homo sapiens), P43116; actives 0.83% (n = 260,000);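 active means compounds whose cAMP rise, as percent of the full-agonist control response, exceeds 60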;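 further: rat C6 glioma line stably carrying human EP2 under a CMV promoter; the protocol text gives 20 µM as final concentration; 100% = response of wells given 1 µM PGE2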
Target sequence (P43116 whole entry, looked up): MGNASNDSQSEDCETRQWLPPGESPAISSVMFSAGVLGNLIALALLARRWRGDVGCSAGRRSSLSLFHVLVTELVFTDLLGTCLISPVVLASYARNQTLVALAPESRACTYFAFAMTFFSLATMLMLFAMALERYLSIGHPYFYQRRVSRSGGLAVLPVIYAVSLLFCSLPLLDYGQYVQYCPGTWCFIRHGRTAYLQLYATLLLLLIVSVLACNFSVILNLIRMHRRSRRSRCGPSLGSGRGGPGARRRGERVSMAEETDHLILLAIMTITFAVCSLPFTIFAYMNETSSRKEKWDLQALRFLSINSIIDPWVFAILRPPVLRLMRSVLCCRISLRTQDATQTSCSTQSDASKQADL
The depositor's hits bear a star. An excerpt. The share of hits here may be higher or lower than overall.

molecule	EP2 mod
C=CCNC(=O)[C@H]1C=CCN1C(=O)c1ccc(OC)cc1	-15
COc1cc(NC(=O)CSc2nc(C3CC3)nc3ccccc23)cc(OC)c1	-31
CN(C)CCCO[C@H]1[C@@H](C(O)CO)OC2OC(C)(C)O[C@@H]21 (stereo partly specified)	20
Cc1cccc(C(=O)Nc2nc3ccccc3s2)c1	-12
COc1ccc(Cl)cc1NC(=O)CSc1nc2ccccc2c(=O)n1Cc1ccco1	-9
Cc1nn2c(N3CCC(O)CC3)c3c(nc2c1-c1ccc(F)cc1)CCC3	-41
Cn1c(=O)[nH]c(=O)c2[nH]c(N3CCN(c4ccccc4)CC3)nc21	-14
COCCn1nnnc1C(c1cc2cc(C)c(C)cc2[nH]c1=O)N1CCN(c2ccccc2F)CC1 (stereo unspecified)	39
O=C(CCSc1ccc(Cl)cc1)NCc1ccc2c(c1)OCO2	-95
CCc1cc2ccccc2nc1SCC(=O)Nc1ccccc1C(F)(F)F	61*
CCc1ccc(OCc2nnc(SCC(=O)Nc3ccc(Br)cc3)n2CC)cc1	-5
Cc1cc(-c2cncnc2C2CCCN(C(=O)c3c(C)noc3C)C2)on1 (stereo unspecified)	-5
O=C(Cc1ccccc1F)NCCn1nc(-c2cccs2)ccc1=O	-24
O=C(Oc1ccc2ccccc2c1)N1CCOCC1	-60
COCCCn1c(SCC(=O)Nc2cc(OC)ccc2OC)nc2ccccc2c1=O	38
COc1ccc(-n2c(CNc3ccccc3Cl)nnc2SCC(=O)OC(C)C)cc1	22
Cc1sc2ncn(CC(=O)N3CCCCC3)c(=O)c2c1-c1ccc(F)cc1	7
COc1ccccc1CC(=O)N1CCC(c2nc3sc4c(c3c(=O)[nH]2)CCCC4)CC1	10
OC[C@H]1O[C@@H](O[C@H]2[C@H](O)[C@@H](O)[C@@H](O)O[C@@H]2CO)[C@H](O)[C@@H](O)[C@@H]1O	-1
COc1cccc(CN2CCN(CC(=O)NCc3ccco3)[C@@H](C)C2)c1	-20

Later entries
molecule	EP2 mod
CCN(CC)c1ccc(CN2CCc3c(nc(N4CCCC(C)C4)[nH]c3=O)C2)c(OC)c1 (stereo unspecified)	-13
Cc1ncc(-c2ccncc2)c(C2CCCN(C(=O)c3ccno3)C2)n1 (stereo unspecified)	-35
COc1ccc(NC(=O)CSc2nc3c(cc2C#N)CCCC3)cc1OC	-49
CCc1nn(CC(=O)NCCc2ccccc2)c(=O)c2cc3ccsc3n12	38
CC1CCCC(C)N1C(=O)Cn1nc(-c2cccnc2)oc1=O (stereo unspecified)	10
Nc1cc(-c2cccs2)nn(CC(=O)NCCc2ccc(F)cc2)c1=O	-70
Fc1ccc(-c2nc3cnccn3c2NCc2ccc3c(c2)OCO3)cc1F	-71
CCOc1cccc(C2C3=C(CC(C)(C)CC3=O)N(C)C3=C2C(=O)CC(C)(C)C3)c1	26
CC(=O)c1cn(CC(=O)N2CCC(C)CC2)c2ccccc12	-52
CCOc1ccc(CNc2n[nH]c3nc(C)cc(C(F)(F)F)c23)cc1	-42
Cc1nc2c(c(=O)[nH]1)CCN(Cc1coc3ccccc3c1=O)C2	-14
Cc1cc(-c2cc(N)c(=O)n(CC(=O)NCCOc3ccccc3)n2)c(C)o1	-96
COC(=O)c1ccc(Cn2nc([N+](=O)[O-])c(Cl)c2C)cc1	-18
Cn1c(COc2ccccc2)nnc1SCC(=O)Nc1ccccc1Br	-7
CCC(=O)N(Cc1cc2cc(C)ccc2[nH]c1=O)C1CC1	-15
COc1ccc(C(=O)N2CCN(Cc3nc4ccccc4c(=O)[nH]3)CC2)cc1	2
O=C(Cn1cnc2ccccc2c1=O)N1CC[C@@H](c2ccccc2)[C@H](O)C1	-21
COc1ccccc1NC(=O)CSc1nc(-c2ccccc2)nc2c1CCCC2	53
COC(=O)c1c(NC(=O)c2ccc(C)cc2)sc(C(=O)Nc2ccccc2OC)c1C	12
COc1ccc(NC(=S)N(Cc2cccnc2)Cc2cc3cccc(C)c3[nH]c2=O)cc1	-9

Shown field by field: entries from further up
mol: O=C(Cn1cnc2ccccc2c1=O)N1CC[C@@H](c2ccccc2)[C@H](O)C1
  EP2 mod = -21

mol: COc1ccccc1NC(=O)CSc1nc(-c2ccccc2)nc2c1CCCC2
  EP2 mod = 53

mol: COC(=O)c1c(NC(=O)c2ccc(C)cc2)sc(C(=O)Nc2ccccc2OC)c1C
  EP2 mod = 12

mol: COc1ccc(NC(=S)N(Cc2cccnc2)Cc2cc3cccc(C)c3[nH]c2=O)cc1
  EP2 mod = -9

Remaining list, next part.
molecule	EP2 mod
COCCCNC(=O)c1cc(-c2cccc(OC)c2)nc2c(C)cc(C)cc12	12
COc1ccc(C(=O)COC(=O)CCn2nnc3ccccc32)cc1Br	-31
CCc1ccc2[nH]c(=O)c(CN(CCN(C)C)C(=S)NCC3CCCO3)cc2c1 (stereo unspecified)	-24
Cc1cc(C)nc(Sc2cn3ccsc3n2)n1	-34
OC(c1cc(C(F)(F)F)nc2c(C(F)(F)F)cccc12)C1CCCCN1 (stereo unspecified)	-22
COCCn1c(SCC(C)=O)nc2c1c(=O)[nH]c(=O)n2C	3
CCN(CC)CCCNC(=S)N(CCO)Cc1cc2ccc(C)c(C)c2[nH]c1=O	-2
COC(=O)C1C(=O)C2=C(CC1C)Nc1ccccc1NC2c1ccccc1Cl (stereo unspecified)	-9
COc1ccc(S(=O)(=O)N2C3CCC2CC(=O)NC3)cc1 (stereo unspecified)	-2
Cc1c(C(=O)N2CCCCC2)sc(NC(=O)Cc2cccs2)c1C#N	-64
O=C(O)P(=O)(O)O	4
Cc1ccccc1Nc1ncnc2ccccc12	-23
C[C@@H](CS(=O)(=O)Cc1ccccc1)C(N)=O	19
COc1ccc(S(=O)(=O)N2CCCC(C(=O)NCc3ccco3)C2)cc1 (stereo unspecified)	12
COc1ccc2c(c1)cc(C)c1nnc(SCC(N)=O)n12	-12
O=C(NNC(=S)Nc1ccc(Br)cc1)c1cccnc1	-6
Cc1nn(CC(=O)N2CC(C)CC(C)C2)c(=O)c2cc3sccc3n12 (stereo unspecified)	-2
CCN1CCCC1CN(Cc1cc2ccc(C)c(C)c2[nH]c1=O)C(=O)Nc1ccccc1 (stereo unspecified)	-29
CC(=O)N1CCN(c2ccc(NC(=O)COc3ccc(Cl)c(C)c3)cc2)CC1	-59
CC1CC(C)CN(C(=O)CSc2nnc3c4ccccc4nc(C(C)C)n23)C1 (stereo unspecified)	22

Carrying on:
molecule	EP2 mod
CC(C)(C)C(=O)NC1CCN(C(=O)NC2CCCCC2)CC1	-11
COCCCn1c(SCC(=O)Nc2ccc(C)cc2)nnc1-c1ccoc1C	43
COc1ccc2[nH]c(=O)c(CN(CCCO)C(=S)Nc3ccccc3)cc2c1	-10
O=C(CSc1nnc(-c2ccccn2)n1Cc1ccccc1)NC1CC1	-4
CCc1ccc(NC(=O)CSc2nc3cc(OC)ccc3cc2C#N)cc1	27
CCOc1ccc(N(C(C)C(=O)NCc2ccc3c(c2)OCO3)S(C)(=O)=O)cc1 (stereo unspecified)	-6
C[N+]1(CC(O)COCCC23CC4CC(CC(C4)C2)C3)CCOCC1 (stereo unspecified)	-3
COc1cccc(C(=O)Nc2nc3cc(Cl)c(OC)cc3s2)c1	-18
CCc1ccc2[nH]c3nc(SCC(=O)NCC4CCCO4)nnc3c2c1 (stereo unspecified)	-55
C[C@@H]1CC[C@]2(C(=O)O)CC[C@]3(C)C(=CCC4[C@@]5(C)CC[C@H](O)C(C)(C)C5CC[C@]43C)C2[C@H]1C (stereo partly specified)	34
C=CCn1c(N2CCC(C(=O)NCCCn3ccnc3)CC2)nc2ccccc21	37
Cn1c(N2CCCC(C(=O)NC3CCCCC3)C2)nc2ccccc21 (stereo unspecified)	-22
CCOc1cc(CN(Cc2cccnc2)C2CC(C)(C)NC(C)(C)C2)ccc1OC	24
COc1ccc(OC)c(NC(=O)c2cc3c(C)nn(-c4ccccc4)c3s2)c1	27
Cc1nnc(SCC(=O)NNC(=O)COc2ccc(Cl)cc2)n1CC1CCCO1 (stereo unspecified)	-3
COc1ccc(N2CC(C(=O)OC(CCCl)C(=O)c3ccc(F)cc3)CC2=O)cc1 (stereo unspecified)	-20
CC(NC(=O)c1cn(Cc2c(F)cccc2Cl)nn1)c1ccncc1 (stereo unspecified)	5
O=C1NC2(CCN(C(=O)c3cccnc3)CC2)Nc2ccccc21	-4
O=c1[nH]c(N2CCCCC2)nc2c1CCN(Cc1c(F)cccc1F)C2	-66
COCCNc1c(-c2ccc(OC)c(CO)c2)nc2cnccn12	-11

(continued)
molecule	EP2 mod
Cc1cc(C)cc(N(C(=O)Cc2cccs2)C(C(=O)NC2CCCC2)c2ccncc2)c1 (stereo unspecified)	6
Cc1cc(-c2cncnc2C2CCN(S(=O)(=O)c3ccc4c(c3)OCCO4)CC2)on1	-45
CCn1c(=O)c2c(nc(SCC(=O)NC3CCCC3)n2C)n(C)c1=O	-1
CCOc1ccc2[nH]c(=O)c(CN(C3CCCCC3)C(CC)c3nnnn3C3CCCC3)cc2c1 (stereo unspecified)	28
Cc1cc2cc3c(cc2n2c(SCC(=O)Nc4cccc(C(F)(F)F)c4)nnc12)OCCO3	3
COCCOc1ccc(CN2CCc3sccc3C2C)cc1OC (stereo unspecified)	-28
Cn1c(=O)[nH]c(=O)c2c1nc(NCCOCCO)n2Cc1ccccc1Cl	-34
CCc1[nH]nc2c1C1(C(=O)N(CC)c3ccccc31)C(C#N)=C(N)O2 (stereo unspecified)	-12
CC(=O)Nc1ccc(-n2nnnc2SCC(=O)NNC(=O)C2CCCCC2)cc1	-19
CCn1c(CN2CCc3nc(N4CCC(C)CC4)[nH]c(=O)c3C2)nc2ccccc21	8
CCOc1ccc(S(=O)(=O)N(CC(=O)N2CCOCC2)c2ccc(F)cc2)cc1	-4
CCC(=O)Nc1ccc(N2CCN(C(=O)C(C)C)CC2)c(Cl)c1	-27
O=C(Nc1cc(Cl)ccc1Cl)C1CCCO1 (stereo unspecified)	-7
O=C(C1CCN(S(=O)(=O)c2cc(Cl)ccc2Cl)CC1)N1CCCCC1	-33
CC(C)NC(=O)Cn1cc(CN2CCC(O)(c3ccccc3F)CC2)c2ccccc21	-51
CCOc1ccc2[nH]c(=O)c(CN(CC3CCCO3)C(=O)Nc3ccc(C)cc3)cc2c1 (stereo unspecified)	-50
CC(=O)c1c(C(C)=O)c(C)n(-c2ccc(C)c(NC(=O)c3ccco3)c2)c1C	18
CC1CCCN(CCC(=O)Nc2ccccc2F)C1 (stereo unspecified)	-16
CCC(Sc1nnc(-c2ccncc2)n1C)C(=O)Nc1ccc(Br)cc1 (stereo unspecified)	9
Cc1c(-c2ccccc2)n[nH]c1C(=O)NC(C)c1ccc2c(c1)CCC2 (stereo unspecified)	-102

Arranged by value in EP2 mod (high to low): some entries from above.
molecule	EP2 mod
Cc1cc(C)cc(N(C(=O)Cc2cccs2)C(C(=O)NC2CCCC2)c2ccncc2)c1 (stereo unspecified)	6
CCn1c(=O)c2c(nc(SCC(=O)NC3CCCC3)n2C)n(C)c1=O	-1
CC1CCCN(CCC(=O)Nc2ccccc2F)C1 (stereo unspecified)	-16

The list continues:
molecule	EP2 mod
O=C(CCc1ccccc1)NNC(=O)Cc1cccs1	19
NS(=O)(=O)c1ccc(NC(=O)Nc2cccc3ccccc23)cc1	0
Cc1sc(C(=O)Nc2cccs2)c(C#N)c1C	-14
Cc1cc(C)c2[nH]c(C)c(CN(C)Cc3ccccc3)c(=O)c2c1	-59
COc1ccccc1N1CCN(C(=O)CN2CCC(O)(c3nccn3C)CC2)CC1	-13
CCC(CC)c1nnc(NC(=O)Cc2ccc(OC)c(OC)c2)s1	11
CC1CCCCN1S(=O)(=O)c1ccc(S(=O)(=O)N2CCCCC2)cc1 (stereo unspecified)	-33
COC(=O)C1CCN(C(=O)c2c(OC)cccc2OC)CC1	-12
COc1ccc(NC(=S)N(Cc2cc3cc(C)cc(C)c3[nH]c2=O)C2CCCC2)cc1	-20
O=C(NCc1ccncc1)c1cc2nc(-c3ccco3)cc(C(F)(F)F)n2n1	-36
O=C(CN1N=C(c2ccccc2)Cn2c(cc3ccccc32)C1=O)NC1CC1	-24
Cc1ccc(CN(CC(=O)NC2CCCC2)C(=O)c2ccc(C)s2)cc1	-4
CC(=O)C(=Cc1ccc(-c2ccc(Br)cc2)o1)C(C)=O	17
COc1c(Cl)cc(C(=O)Nc2sc3c(c2C(N)=O)CCCC3)cc1Cl	-23
Cc1cc(NC(=O)c2cccc(Cl)c2)ccc1NC(=O)CN1CCCC(C)C1 (stereo unspecified)	-14
CCCC(c1nnnn1C1CCCC1)N(Cc1ccco1)Cc1cc2cc(C)cc(C)c2[nH]c1=O (stereo unspecified)	20
CC1CCCCN1c1nc2c(c(=O)[nH]1)CCN(Cc1ccco1)C2 (stereo unspecified)	-48
Cc1cc(C)c2c(c1)c(C)cc1nnc(SCC(=O)Nc3ccccc3Br)n12	21
CN1[C@@H](C(=O)N2CCCCC2)C[C@@H](c2ccco2)NS1(=O)=O	-13
Cc1nnc(SCC(=O)Nc2ccc(C(C)(C)C)cc2)[nH]c1=O	14
CC(C(=O)NCc1ccccc1)N(C(=O)c1snc(C(N)=O)c1N)c1cccc(O)c1 (stereo unspecified)	-85
Cc1ccc(NC(=O)CSc2nnc3c4c(C)c(C)sc4nc(C(C)C)n23)cc1	18
